Myeloid diff MLP: myeloid differentiation induction | AID 624256 | actives 1% (n = 360,000) | calls only at 10 µM | ER-HoxA9 myeloid progenitors, lysozyme-GFP differentiation, flow cytometry;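 active means normalized GFP-positive differentiation at or above the plate's own cutoff, the solvent-only control mean plus 3 SD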;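 further: cells exposed to compound for four days before flow analysis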
NS5 inhibitors: Dengue-2 NS5 methyltransferase inhibitors, primary screen, biochemical, confirmation dose response (AID 588689); Dengue-2 NS5 methyltransferase capping enzyme assay, biochemical; higher % means a stronger effect; inhibition, % at 25 µM; hits with a dose series show IC50 in µM; actives 0.3% (n = 340,000); in the data active means a potency from the dose series
NS5 inhibitors pilot replicate: further read-out of NS5 inhibitors, marked with its call; inhibition, %; measured here: pilot screen replicate inhibition
Myeloid diff MLP GFP+ MAC1+ %: also measured in Myeloid diff MLP; calls as there; GFP+ MAC1+ double positive, %; measured here: differentiation confirmed by MAC1 staining
The depositor's hits bear a star; i = inactive; + = active, no number. This is a subset; the hit share may differ from the screen's.

SMILES	Myeloid diff MLP	Myeloid diff MLP GFP+ MAC1+ %	NS5 inhibitors	others
C[C@@]12C(=O)N(c3cccc(Cl)c3)C(=O)N1[C@@H]1c3ccccc3OC[C@@H]1[C@H]2c1ccccc1	i	0.7	1.6%
COc1ccccc1S(=O)(=O)Nc1cccc(S(=O)(=O)N2CCCC2)c1	i	1.0	-5.6%
CC(C)NS(=O)(=O)c1ccc(NC(=O)C(C)OC(=O)CCCOc2ccccc2)cc1 (stereo unspecified)	i	0.3	-1.4%
CC(C)CN1C(=O)C(=O)N(CC(=O)N2CCN(c3ccccc3)CC2)C1=O	i	0.6	3.6%
Cc1ccnc(NC(=O)CNC(=O)c2ccc3ccccc3c2)c1	i	0.8	-16.0%
COc1ccccc1CNC(=O)c1cccc(S(=O)(=O)N2CCCC2)c1	i	0.8	0.0%
CCOC(=O)C=C(OC(=O)c1ccc(OC)cc1)c1ccccc1	i	1.0	-9.3%
CCSc1nc(N)nc2c1ncn2C1OC(CO)C(O)C1O (stereo unspecified)	i	1.1	-7.2%
O=C(NCc1ccco1)c1cccc(S(=O)(=O)N2CCN(Cc3ccccc3)CC2)c1	i	0.8	3.6%
CNS(=O)(=O)c1cccc(C(=O)OCC(=O)Nc2ccc3ccccc3c2)c1	i	0.7	8.8%
Cc1cccc(NC(=O)CCc2nc3sc4c(c3c(=O)[nH]2)CCCC4)n1	i	1.1	-7.2%
Cc1nc(NC(=O)c2cccnc2Cl)sc1C	i	0.3	4.6%
CCCCn1c(N)c(N(Cc2ccccc2OC)C(=O)c2ccc(N3CCCC3=O)cc2)c(=O)[nH]c1=O	i	0.5	-6.5%
c1ccc2c(c1)c1cccc3ccc4cccc2c4c31	i	1.4	-4.4%
C=C1C[C@H]2[C@@H]3CCc4cc(OC)ccc4[C@H]3CC[C@]12C	i	0.8	4.0%
O=C(COC(=O)c1ccc(F)cc1F)NCCC1=CCCCC1	i	0.5	9.3%
CCCCN1C(=O)C(CC(=O)NCCN2CCOCC2)CC(C(=O)N2CCOCC2)=C1C (stereo unspecified)	i	0.5	1.6%
COc1ccc(CNC(=O)C[C@H]2C[C@H](C(=O)N3CCCCC3)[C@@]3(CCc4ccccc4)c4[nH]c5cc(-c6ccco6)ccc5c4CCN3C2=O)cc1OC	i	1.2	-2.6%
Cc1ccc(S(=O)(=O)N2CCCCC2)cc1C(=O)N(C)CC(=O)Nc1cccc(F)c1	i	0.7	-2.2%
COC(=O)[C@@]1(C)[C@H]2C(=O)N(C)C(=O)[C@H]2[C@H]2CN=C(SCc3ccccc3)N21	i	1.0	0.0%	NS5 inhibitors pilot replicate=1.2
O=C(NCCC(=O)N1CCN(c2ccc(F)cc2)CC1)c1ccco1	i	0.7	-0.7%
O=C(NCC(c1ccco1)N1CCCC1)c1ccc(-n2cccn2)cc1 (stereo unspecified)	i	0.7	0.0%
CC(C)C(NC(=O)c1c(F)cccc1F)C(=O)N1CCN(S(=O)(=O)c2ccc(F)cc2)CC1 (stereo unspecified)	i	1.1	-1.4%
CCOC(=O)C[C@H]1c2ccccc2S(=O)(=O)N1Cc1cc(OC)c(OC)c(OC)c1	i	0.7	-6.8%
O=C(Cc1ccc(S(=O)(=O)N2CCOCC2)s1)NCC(=O)Nc1ccccc1Br	i	0.9	3.0%
O=C(COC(=O)/C=C/c1ccc(C(F)(F)F)cc1)NC(=O)NCc1ccco1	i	0.6	1.1%
O=C(OCC(=O)N1CCCC1=O)c1ncc(Cl)c(Cl)c1Cl	i	0.6	2.9%
CC[C@@]1(C(=O)OC)N[C@H](CN(C)C(=O)COC)[C@@H]2C(=O)N(Cc3ccccc3)C(=O)[C@@H]21	+	7.3*	-2.3%	NS5 inhibitors pilot replicate=-2.1
C=C(C)CN=CC1(C)CCC(C)=CO1 (stereo unspecified)	i	1.6	-1.6%
CN(Cc1ccc(F)cc1)C(=O)c1cccc(S(=O)(=O)N2CCN(c3ccc(F)cc3)CC2)c1	i	0.3	-7.9%
CCc1cccc(NC(=O)CSc2nc(C)cs2)c1	i	0.2	-2.8%
CC1CCN(C(=O)COC(=O)c2cccc(S(=O)(=O)N(C)c3ccccc3)c2)CC1	i	0.9	5.2%
O=C(CSc1nc2ccccc2s1)NCc1cc([N+](=O)[O-])ccc1O	i	0.7	3.2%
Cc1cc(S(=O)(=O)N2CCN(CC(=O)NCCc3cccs3)CC2)ccc1Br	i	0.8	13.2%
O=[N+]([O-])c1ccc(S(=O)(=O)NCC(c2ccco2)N2CCc3ccccc3C2)cc1 (stereo unspecified)	i	0.9	0.0%
N#Cc1ccc(C(=O)NC(=S)N2CCOCC2)cc1	i	0.9	-3.6%
CC(C)CCNC(=S)Nc1ccc(F)cc1	i	0.2	-8.0%
CCOCCn1ccc2c(OCC(=O)NCc3ccccc3)cccc2c1=O	i	0.2	0.0%
CCC1(CC)NC(=O)N(CC(=O)OCC(=O)c2ccccc2OC)C1=O	i	0.6	3.6%
OC[C@H]1OC(O)[C@@H](O)[C@@H](O)[C@@H]1O (stereo partly specified)	i	1.5	-1.5%

Filtered by structure: the compounds so far with an aryl thioether with sulfur outside any ring
SMILES	Myeloid diff MLP	Myeloid diff MLP GFP+ MAC1+ %	NS5 inhibitors	others
CCSc1nc(N)nc2c1ncn2C1OC(CO)C(O)C1O (stereo unspecified)	i	1.1	-7.2%
CCc1cccc(NC(=O)CSc2nc(C)cs2)c1	i	0.2	-2.8%
O=C(CSc1nc2ccccc2s1)NCc1cc([N+](=O)[O-])ccc1O	i	0.7	3.2%

Sorted by length of the SMILES (highest first): some entries from above.
SMILES	Myeloid diff MLP	Myeloid diff MLP GFP+ MAC1+ %	NS5 inhibitors	others
COc1ccc(CNC(=O)C[C@H]2C[C@H](C(=O)N3CCCCC3)[C@@]3(CCc4ccccc4)c4[nH]c5cc(-c6ccco6)ccc5c4CCN3C2=O)cc1OC	i	1.2	-2.6%
CC[C@@]1(C(=O)OC)N[C@H](CN(C)C(=O)COC)[C@@H]2C(=O)N(Cc3ccccc3)C(=O)[C@@H]21	+	7.3*	-2.3%	NS5 inhibitors pilot replicate=-2.1
COC(=O)[C@@]1(C)[C@H]2C(=O)N(C)C(=O)[C@H]2[C@H]2CN=C(SCc3ccccc3)N21	i	1.0	0.0%	NS5 inhibitors pilot replicate=1.2
CC(C)C(NC(=O)c1c(F)cccc1F)C(=O)N1CCN(S(=O)(=O)c2ccc(F)cc2)CC1 (stereo unspecified)	i	1.1	-1.4%
O=[N+]([O-])c1ccc(S(=O)(=O)NCC(c2ccco2)N2CCc3ccccc3C2)cc1 (stereo unspecified)	i	0.9	0.0%
Cc1ccc(S(=O)(=O)N2CCCCC2)cc1C(=O)N(C)CC(=O)Nc1cccc(F)c1	i	0.7	-2.2%
CC1CCN(C(=O)COC(=O)c2cccc(S(=O)(=O)N(C)c3ccccc3)c2)CC1	i	0.9	5.2%
CCCCN1C(=O)C(CC(=O)NCCN2CCOCC2)CC(C(=O)N2CCOCC2)=C1C (stereo unspecified)	i	0.5	1.6%
O=C(COC(=O)/C=C/c1ccc(C(F)(F)F)cc1)NC(=O)NCc1ccco1	i	0.6	1.1%
Cc1cc(S(=O)(=O)N2CCN(CC(=O)NCCc3cccs3)CC2)ccc1Br	i	0.8	13.2%
O=C(CSc1nc2ccccc2s1)NCc1cc([N+](=O)[O-])ccc1O	i	0.7	3.2%
CCC1(CC)NC(=O)N(CC(=O)OCC(=O)c2ccccc2OC)C1=O	i	0.6	3.6%
O=C(NCC(c1ccco1)N1CCCC1)c1ccc(-n2cccn2)cc1 (stereo unspecified)	i	0.7	0.0%
O=C(NCCC(=O)N1CCN(c2ccc(F)cc2)CC1)c1ccco1	i	0.7	-0.7%
CCOCCn1ccc2c(OCC(=O)NCc3ccccc3)cccc2c1=O	i	0.2	0.0%
O=C(OCC(=O)N1CCCC1=O)c1ncc(Cl)c(Cl)c1Cl	i	0.6	2.9%
N#Cc1ccc(C(=O)NC(=S)N2CCOCC2)cc1	i	0.9	-3.6%
CCc1cccc(NC(=O)CSc2nc(C)cs2)c1	i	0.2	-2.8%
CC(C)CCNC(=S)Nc1ccc(F)cc1	i	0.2	-8.0%

Remaining list, next part:
SMILES	Myeloid diff MLP	Myeloid diff MLP GFP+ MAC1+ %	NS5 inhibitors	others
Cc1cc(OCC(=O)OCC(=O)Nc2cc(S(=O)(=O)N3CCOCC3)ccc2Cl)ccc1Cl	i	0.9	0.0%
CC(C)(O)c1cc2ccc(C#CCCN3C(=O)c4ccccc4C3=O)cc2c(=O)o1	i	1.5	-12.1%
CCN(CC)S(=O)(=O)c1ccc2[nH]c(=O)cc(C(=O)Nc3ccccc3N3CCOCC3)c2c1	i	0.6	-0.8%
O=c1cc(-c2ccc(O)cc2)oc2c1ccc1ccccc12	i	0.3	1.1%
CCOc1ccc(C(=O)NCC(=O)NNC(=O)c2ccco2)cc1OCC	i	1.3	-2.7%
CCOC(=O)C1=C(COC(=O)/C=C/c2ccc(F)cc2)NC(=O)NC1C (stereo unspecified)	i	1.1	0.0%
C[C@@H]1CN([C@H](C)CO)C(=O)Cc2cc(NS(=O)(=O)c3ccc(Cl)cc3)ccc2O[C@H]1CN(C)Cc1ccc(C(F)(F)F)cc1	i	3.5	2.5%
Cc1ccc(CN(C)C(=O)CN2C(=O)NC(c3ccccc3)(c3ccccc3)C2=O)c(C)c1	i	1.0	4.4%
